GlmU inhibition = inhibition of mycobacterial GlmU enzyme – biochemical, glucosamine-1-phosphate acetyltransferase (AID 1376) | M. tuberculosis GlmU acetyltransferase enzyme assay; higher % means a stronger effect | inhibition, %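 (tested at 30 µM in the primary screen)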, or IC50 in µM where a hit was titrated | 220,000 compounds, 0.25% hits; in the data active = inhibition above about 13%; inconclusive = no clear call, values can overlap the other calls;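 also: 0% = complete reaction with vehicle and 100% = reaction without substrate; strong numbers were not always called active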
RmlCD inh 1536 = inhibitors of Mycobacterium tuberculosis RmlC and RmlD coupled enzymes | RmlC+RmlD coupled enzyme assay, percent inhibition; primary screen in compound mixtures | 160,000 compounds, 0.03% hits | inhibition, % at 3.6 µM | P9WH09+P9WH11 | AID 1533; in the data active = inhibition mostly above about 34%, no sharp cut-off; inconclusive = no clear call, values can overlap the other calls; inactive = mostly below about 22%; also: some results filed as inactive read as strong as hits
Target sequence (P9WH09 whole entry, looked up): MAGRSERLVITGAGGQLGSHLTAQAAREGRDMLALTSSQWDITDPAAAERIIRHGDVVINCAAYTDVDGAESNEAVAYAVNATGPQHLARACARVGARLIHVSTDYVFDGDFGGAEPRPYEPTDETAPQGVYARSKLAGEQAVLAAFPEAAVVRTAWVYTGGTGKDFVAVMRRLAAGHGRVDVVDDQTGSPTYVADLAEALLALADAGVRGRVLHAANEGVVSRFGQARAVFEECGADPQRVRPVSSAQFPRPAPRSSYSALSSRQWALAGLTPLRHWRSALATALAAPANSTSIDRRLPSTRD
Target sequence (P9WH11 whole entry, looked up): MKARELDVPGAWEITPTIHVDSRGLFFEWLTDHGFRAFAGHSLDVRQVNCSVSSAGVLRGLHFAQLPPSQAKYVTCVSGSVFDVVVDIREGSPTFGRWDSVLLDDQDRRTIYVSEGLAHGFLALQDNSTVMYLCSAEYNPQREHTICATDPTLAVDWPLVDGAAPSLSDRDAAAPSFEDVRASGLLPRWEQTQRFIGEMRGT
* = called active by the depositor; ? = inconclusive; · = not tested or not shown. The list is partial; rates above refer to the full screens.

#	structure	GlmU inhibition	RmlCD inh 1536
1	COc1ccc2[nH]c(=O)c(CN(CC3CCCO3)C(=S)Nc3ccccc3)cc2c1 (configuration not stated)	-2.9%	14.3
2	CCOC(=O)C1=C(C)NC(=S)N(C(C)=O)C1c1ccccc1 (configuration not stated)	-0.7%	·
3	CCCCn1c(N)c(Sc2ccc(Cl)cc2)c(=O)[nH]c1=O	0.5%	0.4
4	CC(C)C1Cc2c(sc3[nH]c(=S)n(Cc4ccccc4)c(=O)c23)CO1 (configuration not stated)	·	6.8
5	CN(c1ccccc1C(=O)Nc1ccc2c(c1)OCCO2)S(C)(=O)=O	0.0%	-6.3
6	CCCn1cc2c(c1-c1cccc(C)c1)c(=O)n(C)c(=O)n2C	-0.8%	3.4
7	CN(C)C=Nc1nonc1-c1ccccc1	-0.5%	18.0
8	CCOC(=O)Cn1c(O)c(N=NC(=O)OC)c2ccccc21	-0.3%	36.6
9	Cc1ccc(OCC(=O)Nc2ccc(C)c(S(=O)(=O)N3CCCCC3)c2)c([N+](=O)[O-])n1	-4.7%	-6.2
10	COc1ccc(NC(=O)CC2C(=O)NCCN2C(=O)c2ccccc2)cc1 (configuration not stated)	-4.1%	12.9
11	Nc1cnn(Cc2ccc(F)cc2)c1	0.0%	5.1
12	CCOC(=O)c1c(N=CN(C)C)c(C#N)n2c1CCC2	2.9%	·
13	O=C(/C=C/c1ccc(Cl)cc1)N1CCN(c2c(Cl)cccc2[N+](=O)[O-])CC1	-5.7%	-11.7
14	CCOC(=O)c1ccc(NC(=O)CSCc2ccco2)cc1	-1.3%	·
15	CN(C)/C=N/S(=O)(=O)c1ccc(Cl)cc1	-0.8%	-4.8
16	Cc1nnc(Nc2ccc(C(=O)O)cc2)[nH]c1=O	2.0%	-16.4
17	CC1CCN(CCCNC(=O)c2cc3c(=O)n(C)c4ccccc4c3n2C)CC1	-1.1%	2.0
18	CC(C)(C)NCC(O)c1cc(O)cc(O)c1 (configuration not stated)	-4.1%	·
19	Cc1cc(C)cc(NC(=O)CN(c2ccc(F)cc2)S(C)(=O)=O)c1	0.9%	-2.3
20	CCN(CCCNC(=O)C1CCN(S(=O)(=O)CC)CC1)c1ccccc1	-8.4%	-9.4
21	O=C(COc1ccc(Cl)cc1Cl)N1CCN(C/C=C/c2ccccc2)CC1	-4.9%	·
22	Cc1noc(C)c1CSCC(=O)Nc1nc2ccc(Oc3ccccc3)cc2s1	-3.2%	-11.5
23	CCc1c(C)nc2ncnn2c1N1CCCC(C(=O)NCCc2ccc(OC)cc2)C1 (configuration not stated)	0.6%	8.7
24	Cn1c(=O)c(C(=O)COC(=O)c2cc(C3CC3)nc3ccccc23)c(N)n(Cc2ccccc2)c1=O	0.9%	·
25	CCOC(=O)c1[nH]c2c(c1C)C(=O)CC(c1ccc(N(C)C)cc1)C2 (configuration not stated)	-2.4%	9.7
26	COc1ccc(CC2(C)OC(c3ccc(C)cc3)=NN2C(C)=O)cc1 (configuration not stated)	8.8%	-10.3
27	CC1CCCCN1C(=O)Cn1cc(/C=C2/C(=O)Nc3ccccc32)c2ccccc21 (configuration not stated)	-5.0%	2.2
28	C/C=C\C=C\C(=O)N1CC2(CC(c3cccc(NC(=O)/C(C)=C\C)c3)=NO2)C[C@H]1C(N)=O (some centres not stated)	0.5%	7.0
29	O=C(CC1Oc2ccccc2NC1=O)NC1CCCC1 (configuration not stated)	3.9%	6.4
30	O=C(CSc1ccccn1)N1CCN(c2ccc(Cl)cc2)CC1	-1.9%	-14.6
31	Cc1cc(C)c(S(=O)(=O)c2ccccc2C)c(OCC(C)(C)C)n1	-4.0%	0.6
32	Cc1c(C)c2c(C)[nH]nc2oc1=O	2.2%	-6.8
33	O=C(NC(=O)N1CCN(c2ccccc2)CC1)c1ccc(Cl)cc1	1.5%	·
34	CCCCn1c(O)c(C(C)=NCCCn2ccnc2)c(=O)[nH]c1=O	-1.4%	2.1
35	Cc1ccc(C(C)C)c(OCC#CCN2CCCC2)c1	0.3%	·
36	O=C(O/N=C(\c1ccccc1)c1ccncc1)c1ccccc1Cl	-6.8%	6.7
37	Cc1cccc(-c2nc3ccccc3c(=O)n2NC(=O)c2ccc([N+](=O)[O-])c(C)c2)c1	-3.4%	2.5
38	O=C(/C=C/c1ccccc1)Nc1cccnc1Oc1ccccc1F	1.3%	-3.2
39	COc1ccc(-c2[nH]c(-c3ccc(SC)cc3)nc2SCC(=O)Nc2nccs2)cc1	-1.1%	2.2
40	CCc1noc(C)c1C(=O)Nc1ncc(C)s1	0.0%	-9.3
41	COc1ccc(CNC(=O)CCc2c(C)nc3ncnn3c2C)cc1	1.5%	3.1
42	C/C(=C/C(=O)Nc1cccc(F)c1)N1CCCC1	0.6%	2.0
43	O=C(CSc1nnc(CNC(=O)c2ccco2)o1)c1ccc(Cl)cc1	-1.2%	8.5
44	O=C(Nc1nnc(-c2ccc(Cl)s2)o1)C1CCCCC1	-3.5%	·
45	Cc1ccc(C(=O)OCC(=O)Nc2cccc(S(=O)(=O)NC3=NCCCCC3)c2)c(C)c1	-4.0%	9.3
46	CC12CN3CC(C)(CN(C1)C3c1cccnc1)C2=O (configuration not stated)	-0.5%	18.8
47	O=C(CN1C(=O)c2ccccc2C1=O)Nc1sc2c(c1C(=O)NCc1ccco1)CCCC2	2.7%	2.3
48	Cc1cc(C)c(S(=O)(=O)N2CCCCCC2)cc1Br	-1.2%	·
49	CCCc1cc(=O)[nH]c(/N=C(\N)Nc2ccccc2)n1	0.1%	10.5
50	CN1CCC(OC(c2ccccc2)c2ccccc2)CC1	0.8%	·
51	Cc1noc(C)c1S(=O)(=O)N1CCN(c2ccccc2)CC1	3.0%	-9.3
52	CCOC(=O)c1[nH]c2ccc(OCC)cc2c1NC(=O)CN1CCN(c2ccccn2)CC1	0.3%	-5.3
53	Cc1cccc(C)c1Nc1c(-c2ccccc2O)nc2ncccn12	1.1%	·
54	CCCCCCn1nc(C(=O)OCC(=O)NC2CCS(=O)(=O)C2)c2ccccc2c1=O (configuration not stated)	2.4%	-9.8
55	O=C(Cn1cnc2ccccc2c1=O)Nc1cccc(S(=O)(=O)N2CCCCC2)c1	2.2%	6.8
56	CC(Oc1ccc(F)cc1F)C(=O)/C=C/N(C)C (configuration not stated)	6.7%	-6.9
57	Cn1c(SCC(=O)c2ccc(F)cc2)nnc1-c1cccnc1	-6.6%	-9.1
58	Cn1nccc1C(=O)Nc1ccc(Cl)cc1	1.4%	·
59	COC(=O)c1cc(NC(=O)c2nn(C)c(=O)c3ccccc23)cc(C(=O)OC)c1	-0.3%	3.6
60	OCCNc1nc(-c2ccccc2)c2cc(Cl)ccc2n1	6.7%	-9.5

Part of the list above, set out differently.
Values run as follows: GlmU inhibition | RmlCD inh 1536
#15 CN(C)/C=N/S(=O)(=O)c1ccc(Cl)cc1
    -0.8% | -4.8
#16 Cc1nnc(Nc2ccc(C(=O)O)cc2)[nH]c1=O
    2.0% | -16.4

Further records follow.
#	structure	GlmU inhibition	RmlCD inh 1536
61	Cc1cc(-n2nc(C)cc2C)n2nc(C)c(-c3ccc(Cl)cc3)c2n1	3.6%	·
62	COc1ccc(C(=O)Nn2c(SCC(=O)c3ccc(Cl)cc3)nc3ccccc3c2=O)cc1	0.5%	1.7
63	CC(Oc1ccc(Cl)cc1)c1ccn[nH]1 (configuration not stated)	-1.6%	16.7
64	COc1cccc(C2CC(c3c(F)cccc3Cl)n3nc(N)nc3N2)c1 (configuration not stated)	3.6%	·
65	O=C(CCCc1ccccc1)Nc1cccc2c1CCCC2	5.0%	-2.4
66	Cc1ccc2nc(CSc3nc(C)ccc3C#N)[nH]c2c1	1.0%	10.2
67	CCCCCCCCS(=O)c1sc2nc3c(cc2c1N)CCCC3 (configuration not stated)	-0.4%	·
68	CC(C)(C)C1CCC(=NNC(=O)c2ccc(Br)o2)CC1 (configuration not stated)	6.7%	6.7
69	O=C(Nc1cccc(F)c1)c1ccc(Br)o1	1.9%	·
70	Cc1cc([N+](=O)[O-])ccc1NC(=O)CSc1nccc(=O)[nH]1	-5.9%	6.0
71	COc1cc(NC(=O)C2CCN(S(=O)(=O)c3cccnc3)CC2)cc(OC)c1OC	-2.9%	9.2
72	CC(=O)Nc1cnc(NC(=O)c2cccc(F)c2)cc1C	-3.0%	-18.1
73	O=c1cc(-c2ccccc2)oc2cc(O)cc(O)c12	4.8%	·
74	CN(c1ccccc1)S(=O)(=O)c1ccc(Cl)c(C(=O)OCC(N)=O)c1	-1.0%	5.4
75	Cc1ccc(-c2ccc(=O)n(CCC(=O)NCc3ccccn3)n2)cc1	3.2%	-3.2
76	COc1ccc(/C=N/N=C/c2c[nH]c(=O)c(C#N)c2Nc2ccccc2)cc1	2.6%	1.0
77	COc1ccc(C2CC(=O)C3=C(C2)Nc2ncnn2C3c2ccccc2)cc1 (configuration not stated)	0.4%	12.6
78	CCN(CC)CCCNC(=O)c1ccc(N2CCCCC2)c(NS(=O)(=O)c2ccc(C)cc2)c1	-0.5%	9.1
79	O=C(O)c1sc2cc(C(F)(F)F)cnc2c1-c1ccccc1	-1.0%	·
80	Cc1ccn2c(/C=N/OCc3ccc(F)cc3)c(-c3ccc(Cl)cc3)nc2c1	-3.2%	5.2
81	Cc1cc(C)cc(N(CC(=O)NC2CCCC2)S(=O)(=O)c2c(C)[nH]c(=O)[nH]c2=O)c1	1.5%	?
82	c1ccc(-c2csc3ncnc(NCc4ccccn4)c23)cc1	8.8%	1.5
83	O=C(Nc1ccccc1Cl)N1CCN(Cc2ccc3c(c2)OCO3)CC1	2.4%	7.9
84	Cc1cccc(N2CCN(C(=O)CSCc3c(C)noc3C)CC2)c1C	·	3.3
85	O=C(Cc1ccccc1)Oc1cccc(N2C(=O)CCC2=O)c1	-0.9%	11.8
86	CCN(c1ccc(OCC(=O)OCC(=O)Nc2ccc(F)c(F)c2F)cc1)S(=O)(=O)c1ccccc1	-4.2%	9.5
87	Cn1c(=O)cc(OCC(=O)NCCCN2CCN(Cc3ccccc3)CC2)c2ccccc21	-3.1%	4.6
88	COc1ccc(-c2nc(CS(=O)CC(=O)NCc3cccnc3)c(C)o2)cc1OC (configuration not stated)	-0.8%	2.9
89	COc1ccc(C)c2sc(=NC(=O)C(C)C)n(C)c12	6.2%	5.8
90	CC(=O)Nc1ccc(NC(=O)C(C)n2nc(C)c([N+](=O)[O-])c2C)cc1 (configuration not stated)	-4.4%	-2.9
91	Cc1nc(CNC(=O)CC2C(=O)NCCN2Cc2ccoc2)nc2c1CCCC2 (configuration not stated)	-9.2%	·
92	Cc1oc(-c2cccc(C(F)(F)F)c2)nc1CN1CCC[C@H]1CO	-2.0%	6.5
93	O=C(CCn1c(SCC(=O)c2ccccc2)nc2ccccc2c1=O)NCc1ccc(F)cc1	11.7%	25.0
94	CCOC(=O)CSc1nc2ccc(N)cc2s1	0.3%	·
95	COCCNc1nc2c(S(=O)(=O)c3cc(C)ccc3C)nnn2c2ccccc12	2.9%	4.1
96	CCOC(=O)CCc1cccc2c1CCC2=O	1.4%	·
97	CCC(C)Sc1nc2c(c(=O)[nH]c(=O)n2C)n1C (configuration not stated)	-1.5%	·
98	COC(=O)c1c(/N=C/NOCc2ccc(Cl)cc2)sc2c1CCN(c1ncc(C(F)(F)F)cc1Cl)C2	-2.4%	-9.6
99	CC(=O)Nc1ccc(CNC(=O)C[N+]2(C)CCOCC2)cc1	-0.4%	6.5
100	COc1ccccc1NC(=O)C1=C(C)NC2=C(C(=O)CCC2)C1c1ccc2c(c1)OCO2 (configuration not stated)	-0.7%	·
101	O=C(O)CCC(=O)c1c[nH]c2ccccc12	-1.8%	·
102	O=C(NCc1ccc2c(c1)OCO2)c1ccc(-n2cnnn2)cc1	-4.5%	0.5
103	Cc1ccc(C)c(Cn2c(=O)n(CCCC(=O)NCc3ccco3)c(=O)c3sccc32)c1	-2.2%	-9.7
104	CCOc1ccc(C(=O)OCC(=O)Nc2nc(OC)cc(OC)n2)cc1OCC	-0.5%	9.8
105	COc1ccc(C(=O)NNC(=O)c2ccc(C(C)(C)C)cc2)cc1	-2.5%	-5.5
106	CCC(C)n1c(SCc2ccccc2)nc2ccsc2c1=O (configuration not stated)	3.9%	-10.2
107	COC(=O)[C@@H](NC(=O)NC1CCCCC1C)C(C)C (some centres not stated)	1.3%	8.4
108	Cc1cc(C)cc(CC2CC(=O)N(c3cc(C)on3)C2=O)c1 (configuration not stated)	-1.8%	·
109	Cc1cc(C)n2cnnc2n1	0.6%	9.9
110	Cc1noc(C)c1COC(=O)c1cc2c(C)nn(-c3ccc(F)cc3)c2s1	4.1%	·
111	COc1ccccc1NS(=O)(=O)c1cc(NC(=O)c2cc3ccccc3oc2=O)ccc1C	-5.0%	30.9
112	O=c1c2ccccc2nc(-c2ccoc2)n1CCc1ccccc1	0.0%	·
113	COc1ccc(/C(C)=N/NC(=O)c2cc(-c3cccnc3)nc3ccccc23)cc1	3.8%	·
114	Cc1ccc(NS(=O)(=O)c2cc(NC(=O)c3cc(=O)[nH]c(=O)[nH]3)ccc2Cl)c(C)c1	-1.0%	·
115	COCCn1c(SCC(=O)N2CCCc3ccccc32)nc2ccccc2c1=O	-2.3%	·
116	CC1=C(C(=O)Nc2ccccn2)C(c2ccccc2)n2ncnc2N1 (configuration not stated)	-1.1%	-1.3

4 structures from above, sorted by formula weight, ascending:
#	structure	GlmU inhibition	RmlCD inh 1536
101	O=C(O)CCC(=O)c1c[nH]c2ccccc12	-1.8%	·
112	O=c1c2ccccc2nc(-c2ccoc2)n1CCc1ccccc1	0.0%	·
115	COCCn1c(SCC(=O)N2CCCc3ccccc32)nc2ccccc2c1=O	-2.3%	·
93	O=C(CCn1c(SCC(=O)c2ccccc2)nc2ccccc2c1=O)NCc1ccc(F)cc1	11.7%	25.0

High-throughput results (PubChem BioAssay)
